High-throughput results as filed in PubChem.
TRb-SRC2 inh: inhibitors of human thyroid hormone receptor beta-SRC2 interaction | TRbeta-SRC2 peptide binding, fluorescence polarization; receptor liganded with 1 µM T3 | P10828 | Potency, µM (highest dose often 106 µM), for the others: at the highest dose activity change, negative = inhibition, most hits filed as inhibitors | AID 1469 | 280,000 compounds, 0.065% hits;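 further: plate controls were bound peptide for no effect and peptide without receptor for full effect; nearly all actives have a fitted effect of over 50% in size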
Target sequence (P10828 whole entry, looked up): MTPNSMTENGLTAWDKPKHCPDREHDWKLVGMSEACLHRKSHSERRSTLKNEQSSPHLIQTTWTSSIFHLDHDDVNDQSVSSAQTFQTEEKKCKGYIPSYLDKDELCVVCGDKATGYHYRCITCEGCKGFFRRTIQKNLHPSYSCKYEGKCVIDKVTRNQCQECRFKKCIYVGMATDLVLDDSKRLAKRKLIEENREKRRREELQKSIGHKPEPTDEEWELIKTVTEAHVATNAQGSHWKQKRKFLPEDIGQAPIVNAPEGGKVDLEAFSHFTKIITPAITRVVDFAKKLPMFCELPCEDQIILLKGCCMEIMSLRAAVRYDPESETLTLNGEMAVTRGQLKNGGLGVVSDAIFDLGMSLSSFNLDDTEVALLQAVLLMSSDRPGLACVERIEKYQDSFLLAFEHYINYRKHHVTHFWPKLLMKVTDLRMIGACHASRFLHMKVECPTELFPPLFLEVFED
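Quantitative HTS by FP: 0.6 uM TRb LBD, 20 nM labeled SRC2 20-mer, 1 uM T3, 5% DMSO; 5 hr ambient incubation; % activity per concentration and potencies from concentration series.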
Tau FP inhib: inhibitors of human tau fibril formation. P10636. K18 P301L tau heparin fibrillization, Alexa594 FP, 6 h. Potency, µM (top dose mostly 57.7 µM), for inactives: top-dose activity, negative = inhibition, actives largely listed as inhibitors. 280,000 compounds, 0.39% hits; further: on the % scale 0 is the no-effect control and ±100 the full control effect; nearly all actives have a fitted effect of over 55% in size
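Quantitative HTS format: compounds meet 15 uM recombinant K18 P301L tau and Alexa 594-tau tracer in 100 mM sodium acetate pH 7; 20 uM heparin triggers fibrillization at 37 C over 6 hr; FP gives the signal.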
RECQ1 helicase: inhibitors of human RECQ1 DNA helicase. P46063. RECQ1 DNA unwinding, red fluorescence kinetic read. Potency, µM (titrated, usually from 57.3 µM), without a hit: at the highest dose activity, negative = inhibition, usual class: inhibitors. 240,000 compounds, 0.54% hits;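 further: plate controls were vehicle for no effect and no enzyme for full effect; nearly all actives have a fitted effect of over 30% in size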
Target sequence (P46063 whole entry, looked up): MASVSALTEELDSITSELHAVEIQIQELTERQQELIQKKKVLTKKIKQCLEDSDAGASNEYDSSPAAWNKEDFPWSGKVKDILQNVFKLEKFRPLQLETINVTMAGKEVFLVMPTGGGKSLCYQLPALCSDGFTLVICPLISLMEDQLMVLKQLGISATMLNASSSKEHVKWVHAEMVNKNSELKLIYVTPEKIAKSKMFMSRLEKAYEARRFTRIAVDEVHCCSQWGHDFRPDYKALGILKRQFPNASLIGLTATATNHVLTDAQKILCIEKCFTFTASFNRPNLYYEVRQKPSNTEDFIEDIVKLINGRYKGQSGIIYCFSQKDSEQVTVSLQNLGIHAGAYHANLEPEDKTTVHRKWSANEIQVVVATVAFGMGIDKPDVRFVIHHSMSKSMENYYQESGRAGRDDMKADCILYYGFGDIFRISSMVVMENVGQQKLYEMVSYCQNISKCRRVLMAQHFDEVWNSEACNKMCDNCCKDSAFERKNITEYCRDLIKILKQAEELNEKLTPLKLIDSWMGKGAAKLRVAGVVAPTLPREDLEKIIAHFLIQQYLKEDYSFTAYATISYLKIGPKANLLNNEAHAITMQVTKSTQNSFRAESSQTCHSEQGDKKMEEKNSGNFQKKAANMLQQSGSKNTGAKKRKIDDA
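RECQ1T1 50 nM; forked duplex (20 bp + 30-nt ss tails) 200 nM, ATP 2 mM final; pH 8.0, 2 mM MgCl2, 2.5 ug/ml poly(dI-dC); 15 min compound preincubation; discontinuous kinetic read over 2 h at RT.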
L3MBTL1 block: L3MBTL1 (human) inhibition | Potency, µM (titrated, usually from 57.1 µM), without a hit: at the highest dose activity, negative = inhibition, usual class: inhibitors | 230,000 compounds, 0.66% hits | Q9Y468 | AlphaScreen L3MBTL1–H3K9me1 peptide binding | AID 485360; further: on the % scale 0 is the no-effect control and ±100 the full control effect; nearly all actives have a fitted effect of over 60% in size
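AlphaScreen assay: L3MBTL1 (50 nM final) was preincubated 30 min at room temperature with biotinylated H3(1-15)K9me1 peptide (75 nM final), then 30 min with library compounds; streptavidin donor and nickel chelate acceptor beads (10 ug/mL final) added, 30 min dark.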
HTT ATP protect: cytoprotection in Huntington HTT-Q103 PC12 cell model. PC12 HTT-Q103 induced, cytoprotection, ATP luminescence, 40 h. Potency, µM (titrated, usually from 56.4 µM), for the others: cytoprotection (ATP increase), usual class: activators. 230,000 compounds, 0.14% hits. AID 1471;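 further: % of control where 0% means no effect; nearly all actives have a fitted effect of over 45% in size; toxic huntingtin expression switched on by the ecdysone agonist tebufenozide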
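Quantitative HTS on tebufenozide-induced (100 nM) PC12 cells expressing HTTQ103 exon 1–GFP; compounds tested as a concentration series; survival measured via cellular ATP.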
Tau fluor counter: counter-screen for tau fibril formation inhibitors. tau K18 P301L Alexa594 fluorescence, heparin fibrillization. Potency, µM (doses to about 57.7 µM), inactives show at the top dose activity change, negative = decrease. 280,000 compounds, 0.93% hits; further: on the % scale 0 is the no-effect control and ±100 the full control effect; nearly all actives have a fitted effect of over 55% in size
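Human tau K18 P301L (15 uM unlabeled, 0.24 uM Alexa 594-labeled) in 100 mM sodium acetate pH 7 with 20 uM heparin, 6 hr at 37 C. ThT 30 uM added, 1 hr ambient; Alexa 594 FP and total fluorescence read at 555/632 nm.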
Tau ThT inhib: tau fibrillization inhibition (ThT binding) | P10636 | recombinant tau K18 P301L, heparin-induced fibrillization, ThT fluorescence | Potency, µM (series often up to 57.4 µM), inactives show at the top dose activity, negative = inhibition, usual class: inhibitors | 270,000 compounds, 2.1% hits; further: on the % scale 0 is the no-effect control and ±100 the full control effect; nearly all actives have a fitted effect of over 55% in size
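Using a mix of unlabeled (15 uM) and Alexa 594-labeled (0.24 uM) tau K18 P301L, heparin-triggered fibrillization over 6 hr at 37 C was scored by ThT fluorescence.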
TR SRC2 fluor cs: Texas Red fluorescence interference in TRb-SRC2 counter-screen; TRb/SRC2 Texas Red total fluorescence interference; Potency, µM (series often up to 106 µM), for inactives: top-dose fluorescence change, negative = quenching; 280,000 compounds, 0.29% hits; AID 1479; active means well fitted curve in either direction with a large enough effect; inconclusive means small, poorly fitted or top-dose-only effect; further: on the % scale 0 is the no-effect control and ±100 the full control effect
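Human TRβ ligand-binding domain (0.6 uM) and Texas Red SRC2 peptide (20 nM) in Tris buffer with 1 uM T3 and 5% DMSO were incubated with pinned compound for 5 hr at ambient temperature. Total fluorescence was computed as S + 2P (555/632 nm).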
Starred values were filed as active, the others as inactive; i = inactive; u = inconclusive; x = no result given; & = joins results of further samples; [ ] = another dose, or the depositor's remark. Unless noted, the call rests on the fitted dose curve; in most records, active means well fitted curve in the direction sought with a large enough effect; inconclusive means small, poorly fitted or top-dose-only effect, or another doubt; inactive means no such curve, though single readings can be large; an effect the other way counts as inactive or inconclusive. Potency means the concentration at half of the fitted maximal effect. Some of the compounds tested; rates above refer to the full screens.

The line under a structure holds: TRb-SRC2 inh	Tau FP inhib	RECQ1 helicase	L3MBTL1 block	HTT ATP protect	Tau fluor counter	Tau ThT inhib	TR SRC2 fluor cs
#1 Cc1ccc(C2=NN(Cc3nnc(-c4ccccc4)o3)C(=O)SC2)cc1
 : 3.4%	2.0%	-20.8%	3.4%	31.6%[10 µM]	-19.8%	-11.3%	-0.3%
#2 O=C(O)/C=C\C(=O)Nc1cc(O)ccc1[N+](=O)[O-]
 : -0.7%	-0.1%	0.3%	x	-38.4%[10 µM]	-15.1%	x	-2.0%
#3 CC(NC(=O)c1ccncc1)C(C)(C)C (stereo unspecified)
 : -4.6%	3.8%	-5.1%	x	9.5%	-1.4%	-5.4%	0.5%
#4 Cc1cc(C)n(C(=O)c2ccc(NC(=O)CC(C)C)cc2)n1
 : 2.3%	-9.5%	i	9.0%	-3.9%	-7.0%	-3.6%	0.5%
#5 CCOc1ccc(OCC)c(NC(=O)C2CCN(S(=O)(=O)c3ccc4c(c3)CC(C)N4C(C)=O)CC2)c1 (stereo unspecified)
 : 3.6%	u	x	x	x	-18.6%	-11.6%	1.8%
#6 O=C(COc1ccc(F)cc1)Nc1cccc(OCc2cc(=O)n3ccccc3n2)c1
 : -3.5%	u	x	x	x	-20.9%	-6.9%	-1.6%
#7 COc1cccc(CN2C(=O)CN(C3CCCCC3)C(=O)C2c2ccc(OC)c(OC)c2)c1 (stereo unspecified)
 : 5.2%	3.6%	x	x	x	-1.3%	1.7%	-2.6%
#8 CCCCC12CN3CC(C)(CN(C1)C3c1ccc(OCc3ccccc3)cc1)C2=O (stereo unspecified)
 : -5.0%	4.7%	x	x	x	-8.9%	-11.4%	-1.9%
#9 CCn1nc(C)c(NC(=O)CCSc2nc(-c3ccco3)cc(C(F)(F)F)n2)c1C
 : 1.5%	-4.5%	7.6%	-5.7%	0.7%	3.2%	5.5%	-3.6%
#10 COc1ccc(-n2c(=O)c3ccccc3n(CC(=O)Nc3ccccc3OC)c2=O)cc1
 : -1.7%&-2.6%	0.0%&-7.2%	i	x	-53.9%[inhibitor][1.9 µM]	-10.2%&-9.3%	-4.9%&-4.2%	0.5%&1.7%
#11 CCn1c(CNC(=O)c2ccco2)nnc1SCC(=O)Nc1cccc(F)c1
 : -1.2%	-1.5%	19.2%	1.0%	4.9%[10 µM]	-5.9%	-2.2%	-0.5%
#12 COCCN1Cc2cccc(C(=O)NCCCN3CCCC3=O)c2C1=O
 : -3.7%	0.3%[0.0958 µM]	-4.5%	x	1.4%[10 µM]	9.9%[0.0958 µM]	x	-1.2%
#13 COc1ccc(-c2noc(CSc3nc4ccccc4c(=O)n3-c3ccccc3)n2)cc1OC
 : 9.3%	-4.5%	-0.8%	10.8%	-7.6%[10 µM]	-11.3%	0.6%	4.8%
#14 Cc1cc2[nH]c(=O)c3ccccc3n2n1
 : -0.8%	3.4%	6.8%	8.8%	-14.0%	-0.2%	-6.2%	1.6%
#15 CN(C(=O)CSc1nc2cc(Cl)ccc2c(=O)n1Cc1ccco1)C1CCS(=O)(=O)C1 (stereo unspecified)
 : -5.1%	-1.1%	-17.4%	u	-19.7%	-6.5%	-1.1%	2.5%
#16 CC1CCCN(C(=O)C2c3ccccc3C(=O)N3CCc4ccccc4C23)C1 (stereo unspecified)
 : 1.9%	-4.8%	-5.7%	-2.6%	-18.4%	-13.2%	-10.8%	-5.7%
#17 CCCN(CCC)C(=O)C1CCN(c2ncnc3c2nc2n3CCCCC2)CC1
 : 2.1%	-4.1%	x	x	x	2.6%	5.7%	4.2%
#18 O=C(Nc1ccc2c(c1)OCO2)C1CC(c2ccccc2Cl)=NO1 (stereo unspecified)
 : 3.9%	-10.8%	-2.4%	x	1.1%	-16.1%	u	-3.2%
#19 CC(C)Cn1c(=O)c2sccc2n2c(CCCC(=O)NCC(C)c3ccccc3)nnc12 (stereo unspecified)
 : -6.3%	-1.1%	x	x	x	-9.6%	-3.5%	-1.5%
#20 O=[N+]([O-])c1ccc(SCCO)nc1SCCO
 : -3.9%	0.2%	-6.6%	50.4%[activator]	15.4%[10 µM]	-0.7%	-1.9%	-1.3%
#21 COc1ccc2nc(SCC(N)=O)[nH]c2c1
 : 2.4%	3.2%	i	-2.7%	-9.3%	6.4%	-2.5%	-1.9%
#22 COc1ccc(C(=O)Nn2cnnc2)c(OC)c1
 : 9.5%	-3.4%	-15.5%	x	4.5%	-9.3%	-10.9%	1.0%
#23 Cc1ccccc1-n1c(C)nnc1SCc1cc(=O)oc2ccc3ccccc3c12
 : 4.5%	-10.7%	-2.9%	0.4%	17.9%[10 µM]	-3.3%	-7.6%	1.3%
#24 Cc1nnc(NC(=O)c2cccc(NC(=O)C(C)C)c2)s1
 : -20.0%	4.4%	i	11.1%	-11.1%	1.9%	-2.2%	-1.8%
#25 Cc1nn(C)c(C)c1NC(=O)CCl
 : 5.0%	1.8%	i	9.3%	-1.0%[10 µM]	5.8%	-4.7%	0.4%
#26 Cc1ccc(CNC(=O)CN2CCC(C(N)=O)CC2)cc1
 : 8.8%	3.9%	-7.1%	2.1%	1.3%	6.6%	7.7%	1.3%
#27 COc1ccccc1N/C(N)=N/c1nc(CSc2ccc(C)cc2)cc(=O)[nH]1
 : 2.0%	-12.6%	i	-2.6%	-68.3%[inhibitor]	-12.7%	6.0%	-3.7%
#28 CCC1CCCCN1S(=O)(=O)c1ccc(NC(=O)c2cccs2)cc1 (stereo unspecified)
 : -3.7%	u	-7.5%	4.8%	31.8%[10 µM]	u	2.1%	-6.4%
#29 CCS(=O)(=O)N1CCc2cc(C(=O)Nc3cccc(C)c3C)ccc21
 : -3.2%	-2.4%	x	x	x	-6.8%	-8.7%	-2.2%
#30 CCOC(=O)c1c(Oc2ccc(C(C)=O)cc2)nnc(-c2ccccc2)c1-c1ccccc1
 : -0.3%	7.2%	x	x	x	-18.4%	-9.2%	-1.3%

Overlap with the part before: 3 compounds, then new ones.
The line under a structure holds: TRb-SRC2 inh	Tau FP inhib	RECQ1 helicase	L3MBTL1 block	HTT ATP protect	Tau fluor counter	Tau ThT inhib	TR SRC2 fluor cs
#28 CCC1CCCCN1S(=O)(=O)c1ccc(NC(=O)c2cccs2)cc1 (stereo unspecified)
 : -3.7%	u	-7.5%	4.8%	31.8%[10 µM]	u	2.1%	-6.4%
#29 CCS(=O)(=O)N1CCc2cc(C(=O)Nc3cccc(C)c3C)ccc21
 : -3.2%	-2.4%	x	x	x	-6.8%	-8.7%	-2.2%
#30 CCOC(=O)c1c(Oc2ccc(C(C)=O)cc2)nnc(-c2ccccc2)c1-c1ccccc1
 : -0.3%	7.2%	x	x	x	-18.4%	-9.2%	-1.3%
#31 CCC(C)n1c(=N)c(C#N)cc2c(=O)n3cc(C)ccc3nc21 (stereo unspecified)
 : -1.6%	4.1%	17.4%	-6.1%	8.7%[10 µM]	4.1%	-11.2%	-1.7%
#32 CC(C)N(Cc1ccccc1)C(=S)NCCN1CCOCC1
 : 1.5%	-7.6%	-3.7%	0.6%[11.4 µM]	7.9%	-3.6%	0.7%	-3.0%
#33 O=C(CCl)Nc1cccc(S(=O)(=O)NC2=NCCC2)c1
 : -1.9%	-8.6%	-1.5%	x	11.4%[10 µM]	-6.7%	x	-1.7%
#34 CCOC(=O)c1ccc(NC(=O)CSCC(=O)OCC(=O)c2ccccc2)cc1
 : -1.3%	-6.1%	-0.9%	5.9%	u	-10.5%	-18.0%	-2.1%
#35 CCOCCCn1c(SCc2nc3sc(C(=O)O)c(C)c3c(=O)[nH]2)nnc1-c1ccc(Cl)cc1
 : 2.6%	0.9%	-3.3%	-14.7%	-0.8%[10 µM]	6.6%	4.8%	4.6%
#36 O=C(CSc1nnnn1C1CCCC1)NCc1cccs1
 : 6.3%	-6.2%	-4.6%	1.5%	13.6%[10 µM]	-10.8%	-5.8%	-2.4%
#37 COc1cccc2c1OC1(CCN(C(C)C)CC1)N1N=C(c3cccnc3)CC21 (stereo unspecified)
 : 3.8%	2.3%	i	37.9%[activator]	12.9%[10 µM]	-5.3%	-11.3%	-10.5%
#38 CCOc1cccc(C(=O)Nc2cccc(-c3nnc(-c4ccc(C)cc4)o3)c2)c1
 : -10.5%	-2.9%	i	-4.5%	-34.8%[10 µM]	1.6%	-14.4%	2.7%
#39 Cc1cccc(NC(=O)CN(C)S(=O)(=O)c2ccc3c(c2)CCC(=O)N3)c1C
 : -1.4%	5.8%	x	x	x	-3.5%	2.2%	-2.6%
#40 CC(=O)N/N=C(\C)CC(=O)Nc1ccc2c(c1)OCCO2
 : 1.6%	9.6%	i	-0.4%	9.1%[10 µM]	-2.7%	-8.8%	-2.6%
#41 O=C(Cn1cnc2ccccc2c1=O)Nc1ccc2c(c1)CCC2
 : -3.9%	-4.3%	2.8%	x	5.6%[10 µM]	-20.0%	-8.7%	-5.1%
#42 Cc1occc1-c1nnc(SCC(=O)Nc2ccccc2N2CCCCC2)n1C
 : -0.2%	3.1%	19.7%	-0.8%	-3.7%	-7.5%	-7.1%	-2.1%
#43 COc1cc(/C=N/NC(=O)c2cc(C3CC3)[nH]n2)ccc1O
 : 0.4%	0.4%	3.7%	x	6.3%[10 µM]	-4.7%	x	-2.7%
#44 Cc1ccc(S(=O)(=O)Nc2c(C)ccc3nsnc23)cc1
 : 1.1%	-4.0%	-7.0%	-2.1%	23.7%[10 µM]	-2.1%	-5.1%	-7.4%
#45 COc1ccccc1Nc1nc(N)nc(CSc2nccc(C)n2)n1
 : -8.0%	2.4%	-8.7%	x	-6.7%	0.6%	0.9%	-2.5%
#46 CCc1nc(SCc2ccc(F)cc2)n[nH]1
 : -4.6%	9.1%	i	10.0%	-25.2%	8.3%	4.9%	-0.7%
#47 CN(C)/C=C(\C#N)C(=O)N/N=C/c1ccc(Cl)cc1
 : 8.4%	0.4%	-3.7%	u	-50.8%[inhibitor]	-5.3%	-2.3%	0.1%
#48 Cc1c(/N=C(\[O-])Nc2ccc(Br)cc2)sn[n+]1C
 : 3.7%	-1.7%	-4.8%	-1.2%	-20.6%[10 µM]	-22.7%	u	-0.1%
